Screening data from PubChem BioAssay.
Bcl-B displacement: displacers of TR3 peptide from Bcl-B, primary screen, selectivity assay for Bfl-1 inhibitor project, biochemical, fluorescence polarization | displacement, % at 20 µM, or IC50 in µM where a hit was titrated | AID 748 | 0.11% of 96,000 active | FP displacement of FITC-TR3 peptide from Bcl-B; higher % means a stronger effect;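 active = displacement above 50% at 20 µM plus a fluorescence interference ratio under 1.5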;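 also: plate controls were wells without compound for no effect and wells lacking Bcl-B protein for full effect; a part of the inactive calls stands beside numbers as strong as those of hits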
IL1B NFkB inh: blocks IL-1B driven NFkB nuclear translocation in HUVEC cells; HUVEC IL-1B NFkB p65 nuclear translocation imaging; 0.43% of 94,000 active; AID 796; inhibition, % at 2 µM;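 active = inhibition above about 30% together with a positive call from visual inspection of the well image, limit read from the data; inconclusive = inhibition above a set limit but visual check negative; inactive = inhibition not above a set limit, visual check negative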;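 also: nuclear over cytoplasmic p65 intensity ratio measured by imaging; 0% = IL-1B stimulated DMSO wells and 100% = unstimulated DMSO wells; values of inactives mirror those of a sister screen read the other way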
PLAP inhibitors HTS: inhibition of human placental alkaline phosphatase – biochemical, luminescence, HTS (AID 690); purified PLAP, luminescent substrate; higher % means a stronger effect; one-dose inhibition, % at 20 µM; IC50 in µM for titrated hits; 0.08% of 96,000 active; in the data active = a potency from the dose series; inactive = the rest, 99 in 100 with inhibition below about 30%; also: strong numbers were not always called active
IL1B NFkB pot: enhances IL-1B driven NFkB nuclear translocation. HUVEC IL-1B NFkB p65 nuclear translocation imaging. activation, % at 2 µM. 0.3% of 94,000 active. AID 819;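 active = activation above 40%, about the mean plus 3 SD, also judged a hit on visual image review; inconclusive = activation above 40% but not a hit on visual review; inactive = activation not above 40% and no visual hit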;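 also: percent activation is computed from the nuclear over cytoplasmic p65 intensity ratio; values of inactives mirror those of a sister screen read the other way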
MRP resist rev: MRP-mediated drug resistance reversal | H69AR cells + 2 uM doxorubicin, CellTiter-Glo, 72 h | differential viability (reversal), % at 10 µM | 0.04% of 85,000 active;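 active = viability drop by adding the cancer drug above about 55%, with treated viability meeting a 40% cutoff, limit read from the data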;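 also: viability without doxorubicin minus viability with 2 µM doxorubicin for each compound; larger differential means the compound sensitizes cells more to doxorubicin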
MRP resist rev cytotoxicity: further read-out of MRP resist rev, marked with its call; viability, %; H69AR cells, CellTiter-Glo, 72 h; measured here: cytotoxicity without doxorubicin
MRP resist rev with doxorubicin: also measured in MRP resist rev; calls as there; viability, %; measured here: viability with 2 uM doxorubicin; hits give low values
IL1B NFkB inh cell count 2 µM: recorded beside IL1B NFkB inh, whose call it bears; cell count; measured here: cells passing quality filter;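 raw number of nuclei counted in each imaged well without normalization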
IL1B NFkB pot cell count 2 µM: also measured in IL1B NFkB pot; calls as there; cell count; measured here: cells passing quality filter
An asterisk follows results filed as active; u = inconclusive; x = no result given.

SMILES | Bcl-B displacement | IL1B NFkB inh | IL1B NFkB inh cell count 2 µM | PLAP inhibitors HTS | IL1B NFkB pot | IL1B NFkB pot cell count 2 µM | MRP resist rev | MRP resist rev cytotoxicity | MRP resist rev with doxorubicin
Cc1ccc(S(=O)(=O)N2CCN(C(=O)CC3CCCC3)CC2)cc1 | 0% | -16 | 118 | -1% | 15 | 118 | x | x | x
Cc1ccc(Cc2cnc(NC(=O)c3cccs3)s2)cc1 | -8% | -14 | 150 | -8% | 15 | 150 | -14 | 17 | 31
COc1cccc(-c2nc(CS(=O)(=O)CC(=O)NCCC(C)C)c(C)o2)c1 | x | -22 | 89 | x | 22 | 89 | x | x | x
CC1(C)CC(=O)CC(C)(C)N1OC(=O)c1ccccn1 | -2% | -5 | 185 | 2% | 5 | 185 | 2 | 94 | 92
NC(=O)c1oc2ccccc2c1NC(=O)c1ccco1 | -2% | x | x | 4% | x | x | -12 | 67 | 79
COCCCNC(=O)c1c(N)n(/N=C/c2cccnc2)c2nc3ccccc3nc12 | -8% | x | x | -51% | x | x | x | x | x
CCCc1nc(SCC(=O)NCc2ccco2)c2c(=O)n(C)c(=O)n(C)c2n1 | -1% | -22 | 90 | -3% | 22 | 90 | -15 | 49 | 64
COc1ccc(CCNc2c(N)n(Cc3ccccc3)c(=O)[nH]c2=O)cc1OC | 33% | 0 | 187 | -44% | 0 | 187 | -4 | 97 | 101
O=C(CN1CCN(c2nc(-c3ccccc3)cs2)CC1)Nc1ccc2c(c1)OCO2 | -9% | 3 | 139 | 4% | -3 | 139 | 1 | 87 | 86
CCOc1cc(S(=O)(=O)NCc2ccco2)c(OCC)cc1-n1cnnn1 | 0% | 11 | 80 | -14% | -11 | 80 | -2 | 88 | 91
CS(=O)(=O)N(CC(=O)N1CCN(c2ccccc2F)CC1)c1cccc(C(F)(F)F)c1 | 10% | 11 | 83 | 12% | -11 | 83 | 10 | 99 | 89
CCOC(=O)C1CCCN(Cc2cccc(Cl)c2)C1 (stereo unspecified) | x | -15 | 149 | x | 15 | 149 | x | x | x
CN1CCN(C(=O)c2cccc(S(=O)(=O)N3CCCCC3)c2)CC1 | -12% | -8 | 210 | -31% | 8 | 210 | 7 | 93 | 87
Cc1cc(C)nc(-n2nc(C)cc2NC(=O)c2cccc(S(=O)(=O)N3CCOCC3)c2)n1 | 5% | -5 | 111 | -12% | 5 | 111 | x | x | x
Cc1ccc2c(c1)N(CCC(=O)NCCCOC(C)C)C(=O)C(C)O2 (stereo unspecified) | 3% | -17 | 173 | -21% | 17 | 173 | 1 | 84 | 84
COc1ccc(-c2ccc(-c3nnc(Cc4ccc(OC)c(OC)c4)o3)cc2)cc1 | 3% | 1 | 205 | -6% | -1 | 205 | -1 | 81 | 81
CS(=O)(=O)N1CCC(C(=O)Nc2cc(C(F)(F)F)ccc2Cl)CC1 | -2% | -7 | 129 | -47% | 7 | 129 | 2 | 89 | 86
COc1nc(OC/C(N)=N/O)nc(N2CCOCC2)n1 | -9% | x | x | -15% | x | x | x | x | x
COc1ccc(OC)c(N=C2C(=O)Nc3ccccc32)c1 | -5% | -17 | 193 | 0% | 17 | 193 | -6 | 68 | 73
CN1c2ccccc2-c2nc3ccccc3n2C1c1ccncc1 (stereo unspecified) | 4% | 2 | 63 | -17% | -2 | 63 | 9 | 76 | 67
COc1ccc(OCC(=O)Nc2cc(-c3nn4c(C)nnc4s3)ccc2C)cc1 | -52% | -7 | 208 | -11% | 7 | 208 | 5 | 85 | 80
CN(Cc1ccc(OC(F)F)cc1)C(=O)c1ccc2nccnc2c1 | -8% | -12 | 125 | 7% | 12 | 125 | 1 | 92 | 91
Cc1cccc(NC(=O)CCc2ccc(S(=O)(=O)NC3CCCCC3)cc2)c1 | 6% | -19 | 177 | 19% | 19 | 177 | x | x | x
CC(NC(=O)CN1CCN(c2ncccn2)CC1)c1ccc(F)cc1 (stereo unspecified) | 10% | 6 | 159 | 12% | -6 | 159 | 23 | 101 | 78
Oc1cc(Cc2ccccc2)cnc1CN1CCOCC1 | 4% | -1 | 109 | -12% | 1 | 109 | 12 | 102 | 90
Next part:
SMILES | Bcl-B displacement | IL1B NFkB inh | IL1B NFkB inh cell count 2 µM | PLAP inhibitors HTS | IL1B NFkB pot | IL1B NFkB pot cell count 2 µM | MRP resist rev | MRP resist rev cytotoxicity | MRP resist rev with doxorubicin
Cc1nc2cc(NC(=O)NCc3ccc4c(c3)OCO4)ccc2o1 | 0% | -17 | 154 | 12% | 17 | 154 | 15 | 97 | 83
CCOCCCNC(=O)CN(Cc1ccc(Cl)cc1)S(C)(=O)=O | -13% | -11 | 147 | 11% | 11 | 147 | 8 | 104 | 96
Cc1cc2c(cc(C(=O)NCc3cccnc3)n2Cc2ccc(Cl)cc2)o1 | -13% | x | x | -18% | x | x | 4 | 92 | 88
CC(C)c1nc2sc3c(SCC(=O)NCc4ccco4)ncnc3c2c2c1CCC2 | -54% | x | x | -51% | x | x | -37 | 40 | 78
CC1CN(C(=O)CN2C(=O)c3ccccc3C2=O)CC(C)O1 (stereo unspecified) | 3% | -13 | 87 | 15% | 13 | 87 | 10 | 99 | 89
COc1cccc(CNc2nc3nc(C)c(Cl)c(C)n3n2)c1 | 0% | 3 | 123 | 13% | -3 | 123 | -11 | 80 | 91
CC(C)C(=O)N1CCN(CCN=CC2=C(O)CC(c3ccco3)CC2=O)CC1 (stereo unspecified) | 12% | -1 | 128 | -64% | 1 | 128 | 4 | 104 | 100
O=C(O)c1cccc(N2CCCC2=O)c1 | -3% | 4 | 140 | x | -4 | 140 | -4 | 101 | 105
Cc1cc(=O)[nH]c(SCC(=O)C23CC4CC(CC(C4)C2)C3)c1C#N | 0% | -4 | 117 | 20% | 4 | 117 | -6 | 18 | 23
O=C(NCc1cccnc1)c1cnc2n(c1=O)CCS2 | x | -15 | 115 | x | 15 | 115 | -7 | 94 | 102
CCOc1ccc(NC(=O)c2cccc(OC(=S)N3CCC(C)CC3)c2)cc1 | 6% | -5 | 175 | -6% | 5 | 175 | x | x | x
Oc1ccc(-c2onc(C(F)(F)F)c2-c2cscn2)c(O)c1 | -2% | -5 | 158 | -14% | 5 | 158 | -11 | 96 | 107
CCc1ccc(NS(=O)(=O)c2cccs2)cc1 | -6% | -15 | 168 | -8% | 15 | 168 | -2 | 100 | 102
O=C(Cn1c(=O)oc2cc(S(=O)(=O)N3CCCCC3)ccc21)N1CCc2ccccc2C1 | 2% | 13 | 143 | 19% | -13 | 143 | 3 | 69 | 66
CCOC(=O)c1c(C)nn(Cc2cccc(Cl)c2)c1N | -2% | 0 | 127 | 19% | 0 | 127 | 16 | 103 | 87
O=C(CSc1nc2ccsc2c(=O)n1-c1ccccc1)N1CCCC1 | -2% | 5 | 150 | 7% | -5 | 150 | 6 | 94 | 88
COc1ccccc1C/C(N)=N/OC(=O)c1ccc(C)c([N+](=O)[O-])c1 | 0% | -1 | 132 | 13% | 1 | 132 | x | x | x
O=C1CC(c2ccccc2)CC(O)=C1C=NC1CCCC1 (stereo unspecified) | -6% | 2 | 131 | 6% | -2 | 131 | x | x | x
COc1ccc(NC(=O)CN(Cc2ccccc2)S(C)(=O)=O)c(OC)c1 | -4% | 1 | 184 | 9% | -1 | 184 | -2 | 93 | 94
CCN1CCN(c2nc3ccccc3nc2C(C#N)S(=O)(=O)c2ccc(C)c(C)c2)CC1 (stereo unspecified) | -1% | 6 | 185 | -99% | -6 | 185 | 2 | 93 | 91
CCCOC(=O)c1ccc(NC(=O)c2cnccn2)cc1 | -10% | 6 | 100 | 8% | -6 | 100 | 2 | 95 | 94
Cc1cccc(NC(=O)CSc2nnc(-c3ccccc3Br)o2)c1C | -12% | -13 | 157 | 15% | 13 | 157 | 9 | 94 | 85
CCOC(=O)c1c(C)oc2ccc(OCC(=O)N(CC)CC)cc12 | -4% | -19 | 119 | -44% | 19 | 119 | -39 | 39 | 77
Cc1ccc(NC(=O)c2cc(NC(=O)c3ccco3)ccc2N2CCCCC2)cc1 | -4% | -11 | 109 | 16% | 11 | 109 | -17 | 26 | 43
CCOC(=O)CN1CC23C=CC(O2)C(C(=O)Nc2ccc(F)c(C)c2)C3C1=O (stereo unspecified) | -5% | -15 | 56 | -71% | 15 | 56 | 2 | 90 | 89

3 entries out of the list, sorted by molecular weight, high to low:
SMILES | Bcl-B displacement | IL1B NFkB inh | IL1B NFkB inh cell count 2 µM | PLAP inhibitors HTS | IL1B NFkB pot | IL1B NFkB pot cell count 2 µM | MRP resist rev | MRP resist rev cytotoxicity | MRP resist rev with doxorubicin
COc1cccc(CNc2nc3nc(C)c(Cl)c(C)n3n2)c1 | 0% | 3 | 123 | 13% | -3 | 123 | -11 | 80 | 91
CCc1ccc(NS(=O)(=O)c2cccs2)cc1 | -6% | -15 | 168 | -8% | 15 | 168 | -2 | 100 | 102
O=C(O)c1cccc(N2CCCC2=O)c1 | -3% | 4 | 140 | x | -4 | 140 | -4 | 101 | 105

Continued.
SMILES | Bcl-B displacement | IL1B NFkB inh | IL1B NFkB inh cell count 2 µM | PLAP inhibitors HTS | IL1B NFkB pot | IL1B NFkB pot cell count 2 µM | MRP resist rev | MRP resist rev cytotoxicity | MRP resist rev with doxorubicin
CCCS(=O)(=O)N1CCCC(C(=O)NC2CCCC(C)C2C)C1 (stereo unspecified) | -1% | -7 | 124 | -28% | 7 | 124 | -15 | 87 | 102
Cc1ccc(Cl)cc1NC(=O)CCn1cccc1 | -6% | -13 | 114 | -2% | 13 | 114 | 14 | 98 | 84
CCCC(=O)c1ccc(N2CCN(S(=O)(=O)c3ccccc3)CC2)c(F)c1 | -6% | -3 | 166 | 6% | 3 | 166 | -5 | 81 | 86
COCc1cc(C)nc(SCC(=O)Nc2ccccc2C)c1C#N | 3% | 3 | 92 | 10% | -3 | 92 | x | x | x
Nc1cc(N)nc(SCCOc2ccccc2)n1 | -3% | 9 | 136 | -12% | -9 | 136 | -13 | 97 | 110
N#Cc1cc(-c2ccc(Cl)cc2)cnc1Sc1ccccc1 | -2% | x | x | 29% | x | x | x | x | x
O=S(=O)(NCc1cccnc1)c1cc(Cl)ccc1Cl | -10% | -6 | 109 | 11% | 6 | 109 | -9 | 89 | 97
CCOC(=O)c1ccc(NS(=O)(=O)N2CCCCCC2)cc1 | -4% | -2 | 189 | -12% | 3 | 189 | 6 | 86 | 81
CCC(=O)N1CCN(c2ccc(NC(=O)c3ccc(-c4ccccc4)cc3)cc2)CC1 | -1% | 1 | 171 | 10% | -1 | 171 | 1 | 86 | 85
Cc1ccc(-c2cc(C(=O)N3CCN(c4ncccn4)CC3)c3ccccc3n2)cc1 | -16% | 5 | 121 | -55% | -5 | 121 | -2 | 11 | 14
N#Cc1ccccc1NC(=O)COC(=O)c1ccc2c(c1)OCCO2 | 1% | 9 | 79 | 16% | -9 | 79 | 4 | 88 | 83
COc1ccccc1CC(=O)N(CCC#N)CCC#N | x | 0 | 138 | x | 0 | 138 | 2 | 95 | 93
CC(=O)c1cc(F)c(N2CCN(C(=O)COc3ccccc3F)CC2)cc1C | x | 17 | 107 | x | -17 | 107 | -7 | 82 | 89
O=C(Nc1ccc2oc(-c3ccncc3)nc2c1)c1c(F)c(F)c(F)c(F)c1F | -17% | -5 | 166 | 17% | 5 | 166 | -3 | 101 | 104
O=C(NCc1cccc(C(F)(F)F)c1)C1CCN(c2ncccn2)CC1 | 5% | -15 | 96 | -8% | 15 | 96 | -4 | 86 | 90
Cc1ccc(S(=O)(=O)NCc2ccc(C(=O)N3CCN(c4ccccn4)CC3)cc2)cc1 | -1% | -42 | 130 | -41% | u | x | 13 | 87 | 74
O=C(CCS(=O)(=O)c1ccc(Cl)cc1)N1CCN(S(=O)(=O)c2cccs2)CC1 | -3% | 11 | 182 | x | -11 | 182 | 6 | 95 | 89
Fc1ccccc1CSc1nnc(Cn2cnc3ccccc32)n1-c1ccccc1 | -5% | -10 | 116 | -79% | 10 | 116 | 4 | 90 | 86
CCN(CC)S(=O)(=O)c1ccc2oc(Nc3ccc4c(c3)OCCO4)nc2c1 | -12% | -9 | 178 | 11% | 9 | 178 | 0 | 65 | 65
COc1cccc(C(=O)Nc2c3c(nn2-c2cccc(C)c2C)CS(=O)C3)c1OC (stereo unspecified) | -8% | 0 | 204 | -46% | 0 | 204 | -3 | 106 | 108

An excerpt, so the mix of outcomes need not match the whole.
